Assay outcomes deposited in PubChem by National Center for Advancing Translational Sciences (NCATS).
D1 antag: Antagonist of Human D 1 Dopamine Receptor: qHTS; 3.2% of 360,000 active; D(1A) dopamine receptor (Homo sapiens), P21728; HEK293 TREx D1 cells, calcium flux, dopamine EC80; active compounds read low; activity change, negative = inhibition, % at 10 µM; in the data active = activity change below about -30%; note: % is set by controls: 0 for no effect and ±100 for the full control effect
Target sequence (P21728 whole entry, looked up): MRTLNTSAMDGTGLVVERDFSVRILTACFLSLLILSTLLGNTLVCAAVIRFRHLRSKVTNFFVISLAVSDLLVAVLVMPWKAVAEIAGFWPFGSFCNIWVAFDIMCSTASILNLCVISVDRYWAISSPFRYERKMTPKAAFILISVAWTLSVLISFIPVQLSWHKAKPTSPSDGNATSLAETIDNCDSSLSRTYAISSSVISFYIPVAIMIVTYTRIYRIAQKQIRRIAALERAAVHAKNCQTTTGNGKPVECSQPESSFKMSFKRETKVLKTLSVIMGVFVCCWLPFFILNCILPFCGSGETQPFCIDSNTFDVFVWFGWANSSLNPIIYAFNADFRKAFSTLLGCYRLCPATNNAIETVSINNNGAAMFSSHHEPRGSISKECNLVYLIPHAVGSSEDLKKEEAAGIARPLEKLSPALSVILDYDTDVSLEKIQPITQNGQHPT
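Antagonism measured as reduced calcium response to an EC80 dopamine addition following 180 s compound pre-read; cells were inducible HEK293 Trex D1 plated overnight at 30 C, read kinetically at 1 cycle/sec.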
Vif-APOBEC3G blk: qHTS for Inhibitors of Vif-A3G Interactions: qHTS. DNA dC->dU-editing enzyme APOBEC-3G (Homo sapiens), Q9HC16. HeLa A3G-eYFP + Vif (tagged APOBEC3G with the HIV-1 protein that degrades it), YFP fluorescence, overnight. Potency, µM (highest dose often 46.1 µM), inactives show at the highest dose activity, negative = active, most hits filed as inhibitors. 0.076% of 410,000 active. AID 602310, 2012;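 note: potency is the fitted concentration of half-maximal effect; % is set by controls: 0 for no effect and ±100 for the full control effect; nearly all actives have a fitted effect of over 60% in size; hits raise eYFP signal because A3G escapes Vif-driven loss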
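HeLa cells stably expressing Vif and C-terminally eYFP-tagged A3G, seeded overnight at 37 deg C, then exposed to compound by pintool overnight at 37 deg C. Rise in yellow fluorescence (Ex 488/Em 500-530, Acumen) marks blocked Vif-driven A3G degradation.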
D2 PAM: HTS Assay for Positive Allosteric Modulators of the Human D2 Dopamine Receptor: Primary Screen for Potentiators; HEK293 T-REx D2, calcium flux, EC20 dopamine potentiation; 0.34% of 340,000 active; AID 485347, 2010; potentiation, % at 10 µM;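 active = potentiation over 3 SD above the plate norm, cut at about 30% in these data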; note: 0% is about no effect
Target sequence (P14416 whole entry, looked up): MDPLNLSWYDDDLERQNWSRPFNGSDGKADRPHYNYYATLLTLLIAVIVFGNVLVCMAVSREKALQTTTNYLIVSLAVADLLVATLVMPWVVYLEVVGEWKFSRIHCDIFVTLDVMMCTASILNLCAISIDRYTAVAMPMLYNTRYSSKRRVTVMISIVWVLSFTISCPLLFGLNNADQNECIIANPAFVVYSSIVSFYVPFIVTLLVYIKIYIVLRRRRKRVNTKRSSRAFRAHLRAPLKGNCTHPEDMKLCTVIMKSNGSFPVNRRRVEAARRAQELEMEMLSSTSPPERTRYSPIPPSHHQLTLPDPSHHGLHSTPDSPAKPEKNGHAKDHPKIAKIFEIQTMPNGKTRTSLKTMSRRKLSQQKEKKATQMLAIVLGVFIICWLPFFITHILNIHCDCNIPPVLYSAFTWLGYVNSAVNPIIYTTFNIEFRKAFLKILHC
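Tetracycline-induced Hek293 Trex D2 cells, force-coupled to calcium, loaded with no-wash calcium dye. Compound added with 180 s kinetic read for agonism, then EC20 dopamine and a further 180 s read for potentiation.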
RXFP1 ag: qHTS Assay for Agonists of the Relaxin Receptor RXFP1. Potency, µM (series often up to 57.5 µM), inactives show at the top dose activation, most hits filed as activators. Relaxin receptor 1 (Homo sapiens), Q9HBX9. 0.3% of 370,000 active. HEK293T-RXFP1 cAMP TR-FRET, 30 min; response scale: percent of porcine relaxin response, buffer zero; note: potency is the fitted concentration of half-maximal effect; % is set by controls: 0 for no effect and ±100 for the full control effect; nearly all actives have a fitted effect of over 60% in size; many of its hits are not listed in these tables
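cAMP rise read by TR-FRET after 30 min, 37C compound exposure (up to 58 uM) in RXFP1-transfected HEK293 cells with Ro 20174 present. EC50 from Hill-equation fits, with 29 nM porcine relaxin as 100% and buffer as basal.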
D1 PAM: Potentiators of Human D1 Dopamine Receptor: qHTS; 0.036% of 360,000 active; D(1A) dopamine receptor (Homo sapiens), P21728; potentiation, % at 10 µM; HEK293 TREx D1 cells, calcium flux, dopamine EC20 potentiation; in the data active = potentiation above about 30%; note: 0% is about no effect
LDHA inh: qHTS assay for inhibitors of human lactate dehydrogenase; activity change, % (values are at about 110 or 230 µM); L-lactate dehydrogenase A chain (Homo sapiens), P00338; 0.15% of 480,000 active; purified LDHA, NADH/diaphorase-resazurin fluorescence; active compounds read low; in the data active = activity change below about -30%; inconclusive = mostly about -25% to -30%;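 note: plate controls were DMSO wells for no effect and wells without enzyme for full effect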
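Human LDH5 (2 nM) was incubated with 0.06 mM NADH and 0.2 mM pyruvate for 5 min at room temperature in Tris pH 7.4. Remaining NADH was coupled through diaphorase/resazurin, and resorufin fluorescence was read at 0 and 20 min.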
Vif-APOBEC3F blk: qHTS for Inhibitors of Vif-A3F Interactions: qHTS; AID 602313, 2012; HeLa A3F-eYFP + Vif (tagged APOBEC3F with the HIV-1 protein that degrades it), YFP fluorescence increase; 0.2% of 390,000 active; Potency, µM (doses to about 46.1 µM), inactives show at the top dose activity, negative = active; note: potency is the fitted concentration of half-maximal effect; % of control where 0% means no effect; nearly all actives have a fitted effect of over 65% in size
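Fluorescence increase (Ex 488/Em 500-530) after overnight compound treatment at 37 deg C flags inhibition of Vif-driven A3F-eYFP loss in stable HeLa A3F-eYFP/Vif cells seeded overnight beforehand.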
D1 ag: Allosteric Agonists of the Human D1 Dopamine Receptor: qHTS; D(1A) dopamine receptor (Homo sapiens), P21728; 1% of 360,000 active; AID 504660, 2011; activation, % at 2 µM; HEK293 T-REx D1 cells, calcium flux, agonist mode; in the data active = activation above about 30%; note: 0% is about no effect
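Agonism was scored from calcium flux recorded over 180 s (1 read/s) after pintool compound addition, following a 10-cycle baseline. Cells were inducible force-coupled HEK293 TREx D1, plated overnight at 30 C and loaded with no-wash calcium dye.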
Glioma ERSR ind: qHTS for Inducers of the Endoplasmic Reticulum Stress Response (ERSR) in Human Glioma: qHTS. Potency, µM, for inactives: top-dose activation, actives largely listed as activators. 0.02% of 420,000 active. U87-MG GRP78 promoter luciferase reporter, 16 h. AID 602332, 2012; note: potency is the fitted concentration of half-maximal effect; series mostly up to about 76 µM; % of control where 0% means no effect; nearly all actives have a fitted effect of over 35% in size
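ERSR induction read as luciferase luminescence (Bright-Glo, 10 min at room temperature) in stably transfected human U87-MG glioma cells exposed to compounds for 16 h, using GRP78 as sensor.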
Numbers without * were called inactive; ? = inconclusive; nt = not tested or not shown. Unless noted, calls come from the whole dose curve; as a rule, active = well fitted curve in the direction sought with a large enough effect; inconclusive = small, poorly fitted or top-dose-only effect, or another doubt; inactive = no such curve, though single readings can be large; an effect the other way counts as inactive or inconclusive. Only part of the results is shown. The share of hits here may be higher or lower than overall.

molecule,D1 antag,Vif-APOBEC3G blk,D2 PAM,RXFP1 ag,D1 PAM,LDHA inh,Vif-APOBEC3F blk,D1 ag,Glioma ERSR ind
CCNC(=O)CNC(=O)c1nn(Cc2ccccc2)c(=O)c2ccccc12,-22,1%,19,2.3%,-3,-2,2%,0,0%
CCC(=O)NC1(C(F)(F)F)C(=O)Nc2c1c(=O)[nH]c(=O)n2Cc1ccco1 (configuration not stated),-11,3%,-11,-1.3%,-3,-2,nt,1,8%
Cc1c(C(=O)N(C)Cc2ccccc2)oc2ccc(S(=O)(=O)N3CCCC3)cc12,-2,0%,-1,4.4%,0,2,nt,17,-6%
N#Cc1ccc(OCC(=O)NCC(c2cccs2)N2CCOCC2)cc1 (configuration not stated),9,0%,10,-0.7%,12,-1,-11%,5,0%
Cc1nn(-c2ccccc2)c2sc(C(=O)n3cccn3)cc12,14,1%,0,13%,10,-5,7%,2,-2%
CNc1nc(Sc2ccc(C)cc2)cc(C(F)(F)F)n1,5,-12%,5,2.6%,-10,-6,-6%,5,1%
CN1CC2([N+](=O)[O-])CC=C(Oc3ccccc3)C([N+](=O)[O-])(C1)C2 (configuration not stated),-9,0%,-12,-0.6%,-6,-1,6%,19,-4%
CCc1nnc(NC(=O)C2Cc3ccccc3C(=O)O2)s1 (configuration not stated),-9,0%,-14,-0.2%,nt,-4,7%,2,-2%
CCOC(=O)C1CCN(C(C(=O)Nc2ccc3c(c2)OCCO3)c2ccccc2)CC1 (configuration not stated),13,0%,-7,-2.1%,0,-5,-23%,3,-2%
O=S(=O)(c1ccccc1)c1nc(-c2ccco2)oc1N1CCCCC1,16,0%,nt,3.1%,5,-11,2%,2,0%
Cn1c(SCc2ccc(Cl)cc2)nnc1C1CC1,-4,-5%,9,1.9%,3,0,21%,1,-2%
CCOC(=O)Cn1c(=O)oc2cc(S(=O)(=O)N3CCN(c4ccccc4OC)CC3)ccc21,-9,5%,12,2.2%,0,-7,-1%,2,7%
COc1cc(C(=O)N2CCN(CCCc3ccccc3)CC2)cc(OC)c1OC,nt,3%,nt,nt,nt,-9,-5%,nt,-2%
COC(=O)c1ccc(OC(=O)c2ccco2)cc1,5,0%,-8,-1.5%,-7,-9,-17%,3,1%
O=C(C(Sc1ccccc1)c1ccc(Br)cc1)N1CCOCC1 (configuration not stated),-7,-2%,17,0.0%,-4,-1,-2%,-1,-1%
Cc1ccccc1NC(=O)COC(=O)c1c(C)nn(-c2ccccc2)c1C,nt,-9%,nt,nt,nt,-4,-3%,nt,-2%

(further entries)
Every second line gives: D1 antag	Vif-APOBEC3G blk	D2 PAM	RXFP1 ag	D1 PAM	LDHA inh	Vif-APOBEC3F blk	D1 ag	Glioma ERSR ind
> COc1ccc(CN2CCC(CO)(CCOc3ccccc3)CC2)c(OC)c1C
  -31*	-7%	-27	-0.7%	-5	-9	-5%	66*	-6%
> CCOC(=O)C1CCCN(c2c(N3CCC(N4CCCCC4)CC3)c(=O)c2=O)C1 (configuration not stated)
  -33*	-2%	4	0.2%	nt	-1	1%	2	0%
> Cc1ccc(S(=O)(=O)CCC(=O)OCC(=O)Nc2cc(S(=O)(=O)N3CCOCC3)ccc2C)cc1
  -9	-4%	3	1.9%	1	-2	-2%	0	-1%
> Cc1ccc(OCC(=O)NN2C(=O)c3ccccc3C2=O)cc1
  5	3%	-2	1.9%	-1	-8	-8%	-2	-2%
> CC(C)(C)c1ccc(OCCC(=O)Nc2cccc(S(=O)(=O)N3CCCCC3)c2)cc1
  10	1%	10	-0.9%	8	0	?	4	-3%
> Cc1ccc(C)n1-c1sc2c(c1C#N)CCC(C)C2 (configuration not stated)
  3	1%	14	-0.1%	1	3	3%	0	-2%
> Cc1noc(C)c1S(=O)(=O)N(CC(=O)NCc1ccccc1Cl)c1ccc(C(C)C)cc1
  -7	-2%	-3	-0.5%	1	-1	-5%	2	-3%
> Cc1cc(C(=O)Nc2sc3c(c2C#N)CCCCC3)cs1
  15	-1%	-2	1.5%	-13	1	-3%	2	1%
> CCOC(=O)Cn1nc(-c2ccccc2)c2cnc3ccc(CC)cc3c21
  -14	-5%	6	0.4%	-6	-4	1%	0	-5%
> CSCCC(NS(=O)(=O)c1ccccc1F)C(=O)NCC(C)(C)N1CCOCC1 (configuration not stated)
  39	-2%	-7	3.7%	nt	-2	4%	8	-3%
> COc1ccc(C)cc1S(=O)(=O)N(C)CC(=O)Nc1ccccc1
  3	-3%	-6	-0.4%	-6	-4	-4%	2	-6%
> Cc1ccccc1N1CCN(C2CCCN(C(=O)c3ocnc3C)C2)CC1 (configuration not stated)
  12	1%	-8	-2.3%	26	-7	5%	0	-5%
> Cn1c(N)c(C(=O)COC(=O)CCC(=O)c2cccs2)c(=O)n(C)c1=O
  -3	3%	-7	5.3%	1	0	5%	3	-3%
> Cc1ccc(CCNC(=O)Cn2ncc3c([nH]c4ccc(C)cc43)c2=O)cc1
  10	2%	-14	-3.8%	2	-8	0%	2	-6%
> CCOc1ccccc1N(CC(=O)Nc1ccc(C)cc1)S(C)(=O)=O
  15	1%	9	1.6%	1	-12	1%	1	-1%

By substructure, the entries above containing a furan ring, fused or not.
Every second line gives: D1 antag	Vif-APOBEC3G blk	D2 PAM	RXFP1 ag	D1 PAM	LDHA inh	Vif-APOBEC3F blk	D1 ag	Glioma ERSR ind
> CCC(=O)NC1(C(F)(F)F)C(=O)Nc2c1c(=O)[nH]c(=O)n2Cc1ccco1 (configuration not stated)
  -11	3%	-11	-1.3%	-3	-2	nt	1	8%
> Cc1c(C(=O)N(C)Cc2ccccc2)oc2ccc(S(=O)(=O)N3CCCC3)cc12
  -2	0%	-1	4.4%	0	2	nt	17	-6%
> O=S(=O)(c1ccccc1)c1nc(-c2ccco2)oc1N1CCCCC1
  16	0%	nt	3.1%	5	-11	2%	2	0%
> COC(=O)c1ccc(OC(=O)c2ccco2)cc1
  5	0%	-8	-1.5%	-7	-9	-17%	3	1%

Continuation:
Every second line gives: D1 antag	Vif-APOBEC3G blk	D2 PAM	RXFP1 ag	D1 PAM	LDHA inh	Vif-APOBEC3F blk	D1 ag	Glioma ERSR ind
> CCNc1ccc(S(=O)(=O)N(C)C)cc1NCC(=O)Nc1ccc(Br)cc1F
  -17	1%	-1	-0.9%	-9	2	-5%	5	-3%
> CCc1ccccc1NC(=O)c1nnn(-c2ccc(F)cc2)c1C
  -18	1%	1	0.6%	-1	-2	-5%	4	3%
> CSc1nc(-c2ccccc2)c(C#N)c(=O)n1C
  -4	8%	4	12%	-4	-5	2%	-1	1%
> CCOC(=O)c1ccc(-c2ccc3[nH]c4ccccc4c(=O)c3c2)cc1F
  11	1%	9	5.0%	1	-4	-2%	1	-5%
> COc1ccccc1CNC(=O)c1oc2ccccc2c1C
  15	-10%	3	-2.1%	-2	-1	-13%	2	12%
> COc1cccc2c(=O)n(CC(=O)N3CCC(C)CC3)ccc12
  4	-5%	3	0.9%	5	-5	-1%	-2	-3%
> CCN(CC)C(=O)C(C(=O)c1cccc([N+](=O)[O-])c1)n1cc(Cl)ccc1=O (configuration not stated)
  -37*	1%	5	1.3%	-2	-9	2%	1	-3%
> O=C(c1cccc(S(=O)(=O)N2CCc3ccccc32)c1)N1CCOCC1
  nt	1%	nt	nt	nt	-5	-8%	nt	-2%
> CCc1ccccc1NC(=S)N1CCC(C(=O)c2ccc(F)cc2)CC1
  nt	1%	nt	1.5%	nt	-2	4%	nt	-3%
> CC(C)C(NC(=O)c1ccco1)C(=O)NCC(c1ccco1)N1CCCCC1 (configuration not stated)
  -9	-1%	7	1.6%	-2	5	1%	2	-2%
> COc1ccc(N2C(=NC(=O)CCCc3ccccc3)SC3CS(=O)(=O)CC32)cc1 (configuration not stated)
  3	1%	7	-1.5%	2	-6	5%	3	-2%
> Cc1ccc(S(=O)(=O)c2c(N)n(-c3ccccc3)c3nc4ccccc4nc23)cc1
  18	-1%	6	0.6%	-3	-12	1%	2	-5%
> CC(=O)NC(CCS(C)(=O)=O)C(=O)Nc1ccc(Oc2ccccc2)cc1 (configuration not stated)
  0	1%	-10	-0.3%	4	-2	-4%	4	0%
> COc1ccccc1CNC(=O)Cn1cc2c(n1)-c1c(oc(C(=O)N3CCOCC3)c1C)CC2
  4	-4%	2	0.0%	0	14	8%	1	-3%
> Cc1ccc(C2OC34CCCCCC3C(C#N)(C(=N)O4)C2(C#N)C#N)cc1 (configuration not stated)
  -11	-2%	-13	1.9%	-2	4	16%	3	-2%
> Cc1cc(C(=O)OCC(=O)c2c(N)n(C)c(=O)n(C)c2=O)c(C)n1-c1ccccc1
  -12	-1%	-7	7.0%	3	-3	3%	4	1%
> CN(C)c1ccnc2sc(C(=O)c3ccccc3)c(N)c12
  3	-8%	-5	1.6%	-14	1	6%	-1	7%
